Screening results as filed in PubChem.
NTR1 agonist – agonists of NTR1, primary screen, imaging, U2OS cells, beta-arrestin-GFP, high content (AID 493036); NTR1-U2OS beta-arrestin-GFP spot imaging, agonist mode; activation, % at 20 µM; 0.17% of 330,000 active;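 active = activation at or above 40% of the spot to cytoplasm intensity ratio, with at least 20 cells analyzed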;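 also: 0% = DMSO without peptide and 100% = 100 nM NTR1 peptide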
Target sequence (P30989 whole entry, looked up): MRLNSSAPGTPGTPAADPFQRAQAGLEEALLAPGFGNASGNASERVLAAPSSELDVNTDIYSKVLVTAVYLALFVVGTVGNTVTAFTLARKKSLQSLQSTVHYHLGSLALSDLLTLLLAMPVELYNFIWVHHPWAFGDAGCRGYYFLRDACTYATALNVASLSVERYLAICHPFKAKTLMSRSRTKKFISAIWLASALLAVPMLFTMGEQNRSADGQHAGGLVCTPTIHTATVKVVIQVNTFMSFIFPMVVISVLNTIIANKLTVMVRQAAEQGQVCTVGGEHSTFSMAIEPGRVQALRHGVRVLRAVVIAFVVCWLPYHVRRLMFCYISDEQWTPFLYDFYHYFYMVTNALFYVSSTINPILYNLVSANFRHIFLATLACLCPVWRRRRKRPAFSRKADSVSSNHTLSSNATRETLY
TNAP activators – stimulation of alkaline phosphatase TNAP activity – biochemical, luminescent, no phosphate acceptor, uHTS, primary screen (AID 1001) | 0.03% of 200,000 active | activation fold at 20 µM, or EC50 in µM where a hit was titrated | purified TNAP, luminescent activation assay, no phosphate acceptor; higher activation fold means a stronger effect; in the data active = activation fold from about 3, or a potency from the dose series; inactive = the rest, 99 in 100 with activation fold below about 1.6; also: many of its hits are not listed in these tables
KOR beta-arrestin-1 – KOR agonists, beta-arrestin recruitment, primary screen, cell-based, luminescence, uHTS (AID 1777); KOR beta-arrestin recruitment, luminescence; higher % means a stronger effect; one-dose activation, % at 10 µM; EC50 in µM for titrated hits; 0.02% of 280,000 active; in the data active = activation above about 50%, passing the limit was not always enough; also: a part of the inactive calls stands beside numbers as strong as those of hits
NOD2 inhibition – inhibition of NOD2-driven NF-kB reporter – cell-based, luminescence, uHTS, HEK293 (AID 1566); 0.63% of 290,000 active; HEK293 NOD2/NF-kB luciferase reporter, luminescence; higher % means a stronger effect; inhibition, % at 4 µM, or EC50 in µM where a hit was titrated; also: many of its hits are not listed in these tables
Yfh1-off respiration – mitochondrial function rescue without frataxin homolog – Friedreich's ataxia, plus single-dose screen, dose response (AID 1465); S. cerevisiae Yfh1-off respiration, WST-1 reduction, 72 h; higher fold induction means a stronger effect; fold induction at 50 µM, or EC50 in µM where a hit was titrated; 0.074% of 220,000 active;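 active = fold induction of absorbance versus untreated yeast above a set limit, then at least 30% activation at any dose in follow-up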;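 also: activators that raise dye reduction in frataxin-depleted yeast; strong numbers were not always called active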
KOR beta-arrestin-2 – kappa opioid receptor blockers – cell-based, luminescence, uHTS (AID 1778) | KOR beta-arrestin recruitment, luminescence, antagonist mode; higher % means a stronger effect | inhibition, % at 10 µM; hits with a dose series show IC50 in µM | 0.091% of 290,000 active; also: strong numbers were not always called active
NOD1 NF-kB reporter – inhibition of NOD1-driven NF-kB reporter – cell-based, luminescence, uHTS, primary screen (AID 1578) | inhibition, % at 4 µM; hits with a dose series show EC50 in µM | NOD1-driven NF-kB luciferase reporter cells, luminescence; higher % means a stronger effect | 1% of 290,000 active; in the data active = inhibition mostly above about 36%, no sharp cut-off; inactive = mostly below about 34%;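 also: HEK-293T reporter cells stimulated with the NOD1 agonist gamma-tri-DAP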
ER stress rescue – protection against thapsigargin-triggered cell killing – 384-well, CSM14.1, ATP luminescence, primary screen (AID 1222); CSM14.1 thapsigargin-induced death rescue, ATP luminescence; higher % means a stronger effect; one-dose cellular ATP content (survival), % at 20 µM; EC50 in µM for titrated hits; 190,000 tested, under 10 active;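 active = EC50 below 50 µM in the dose-response confirmation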;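 also: death triggered by thapsigargin at about 15 µM added after 2 h compound pretreatment; cell ATP read after overnight thapsigargin exposure of roughly 18 to 22 hours; normalized against plate controls of thapsigargin alone and 5% DMSO vehicle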
GPR55 beta-arrestin – selective activators of receptor GPR55 – imaging, U2OS cells, beta-arrestin-GFP redistribution, primary screen (AID 1961); activation, % at 10 µM; hits with a dose series show EC50 in µM; 0.048% of 290,000 active; U2OS GPR55 beta-arrestin-GFP redistribution imaging; higher % means a stronger effect;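 active = activation above 40% with more than 50 cells counted in the well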;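 also: U2OS osteosarcoma cells stably expressing GPR55 and beta-arrestin-GFP; plate controls were DMSO negative control for no effect and LPI positive control for full effect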
NTR1 agonist cell count 20 µM – also measured in NTR1 agonist; calls as there; cell count; measured here: cell count, cytotoxicity flag
Active calls of the source: *; i = inactive; · = no result given; [ ] = another dose, or the depositor's remark. Rule as the data show it, unless noted: active = inhibition above about 50%; inactive = the rest. An excerpt. The share of hits here may be higher or lower than overall.

SMILES	NTR1 agonist	NTR1 agonist cell count 20 µM	TNAP activators	KOR beta-arrestin-1	NOD2 inhibition	Yfh1-off respiration	KOR beta-arrestin-2	NOD1 NF-kB reporter	ER stress rescue	GPR55 beta-arrestin
Cc1ccc(NC(=O)Cc2nnc(SCC(=O)NC3CCCC3)n2C)c(C)c1	-1.0	52	·	0.0%	-11.0%	·	17.3%	6.1%	·	1.6%
COc1ccc(CNC(=O)COC(=O)C2CCC(C(C)(C)C)CC2)cc1 (stereo not drawn)	0.4	36	1.1	-5.7%	1.4%	i	16.9%	-13.1%	0.9%	-0.4%
Cc1cc(NC(=O)Cn2nnc(-c3ccccc3N)n2)no1	1.1	47	1.2	-0.8%	11.3%	i	-8.7%	-4.2%	0.1%	0.5%
CCOc1ccc(C(=O)N/N=C/c2ccc(SC)cc2)cc1	0.9	64	1.1	-0.9%	4.2%	i	-19.7%	-22.8%	-0.2%	0.3%
O=C(CCN1CCC(c2cccs2)=N1)c1cccs1	0.9	55	·	-3.1%	-19.0%	i	-2.3%	-2.7%	·	0.5%
COC(=O)/C=c1/sc2n(c1=O)CCN=2	-1.7	80	1	-0.8%	8.1%	i	-5.0%	-29.0%	-1.7%	-0.2%
COc1ccc(CN(CC(=O)NC2CCCC2)C(=O)CCC(=O)Nc2nccs2)cc1	0.9	40	·	-2.6%	-15.3%	·	-5.1%	-3.5%	·	-0.1%
COc1ccc2nc3oc(C(=O)N4CCCCC4)cc3cc2c1	-1.8	51	1.1	-6.3%	-82.6%	i	1.6%	-52.6%	-3.0%	-0.2%
Fc1ccc(Nc2nc(NCc3ccco3)c3ccccc3n2)cc1	35.9	67	·	14.4%	6.2%	i	-46.1%	17.2%	·	0.4%
Cc1ccc(C(=O)Nc2ccncc2)cc1S(=O)(=O)N1CCOCC1	1.0	49	·	2.2%	8.9%	·	-14.4%	-8.1%	·	-0.1%
COC(=O)N/N=C/C1=CCC2CC1C2(C)C (stereo not drawn)	0.9	45	1.1	-9.5%	2.8%	i	12.3%	-15.2%	1.1%	0.7%
CCOc1cc(/C=N/NC(=O)Cc2ccc(C(F)(F)F)cc2[N+](=O)[O-])ccc1O	4.9	38	0.8	1.2%	-11.4%	i	13.9%	-4.9%	-2.2%	-0.6%
O=C(CSc1ccc(-c2ccccn2)nn1)Nc1cccc(F)c1	1.4	81	·	0.8%	-105.3%	·	-10.3%	2.5%	·	0.3%
O=C(NCCc1ccccc1)c1ccnc(/C=N/O)c1	0.1	47	1	·	-6.3%	i	18.4%	4.8%	0.1%	5.2%
O=C(Oc1ccc(Br)cc1C(=S)N1CCOCC1)c1ccccc1	-1.1	58	·	-3.7%	3.5%	·	1.1%	-42.4%	·	0.3%
CCN1C(=S)SC(=O)C1=C1C=C(C)N(Cc2ccco2)C(C)=C1	1.5	41	0.8	-4.6%	-139.7%	·	-45.7%	-59.2%	-0.9%	-0.1%
Cc1cccc(S(=O)(=O)Nc2nc3ccccc3nc2Nc2cccc(C(=O)O)c2)c1	1.1	76	·	11.0%	21.7%	·	-12.6%	-24.2%	·	-0.2%
CC(C)S(=O)(=O)C/C(N)=N/OS(=O)(=O)c1ccc(Cl)cc1	0.4	61	·	2.6%	14.7%	i	7.7%	-0.7%	·	-0.2%
COc1ccc(C2CCCN2C(=S)Nc2cccc(C)c2C)cc1OC (stereo not drawn)	0.4	70	1	5.1%	10.7%	i	-5.1%	-26.8%	-6.9%	-0.4%
CC(=O)c1c(C)n(-c2ccc(Br)cc2)c2ccc(O)cc12	0.1	47	·	-0.3%	22.9%	·	-3.1%	24.3%	·	0.5%
CC1=CC(C)(C)N2C(=O)C3(C(C#N)=C(N)OC4=C3C(=O)CC(C)(C)C4)c3cccc1c32 (stereo not drawn)	2.9	89	1.1	2.6%	8.0%	i	-27.8%	8.3%	-0.8%	0.2%
CS(=O)(=O)c1cccc(C(=O)Nc2ccc(-c3nc4ccccc4[nH]3)cc2)c1	1.2	67	·	-5.0%	-3.5%	·	-27.8%	-108.8%	·	0.3%
CCc1ccc(NC(=O)c2ccccc2SC)cc1	-1.5	61	1.1	-1.3%	-62.7%	i	-35.0%[20 µM]	-29.8%	0.5%	-0.1%
Cn1c(=O)c2[nH]c(N/N=C(/C#N)C(N)=O)nc2n(C)c1=O	-1.0	46	·	0.9%	9.3%	i	20.0%	9.8%	·	-0.1%

2 compounds from above, limited to KOR beta-arrestin-2, NTR1 agonist and NOD1 NF-kB reporter:
Structure	KOR beta-arrestin-2	NTR1 agonist	NOD1 NF-kB reporter
O=C(CSc1ccc(-c2ccccn2)nn1)Nc1cccc(F)c1	-10.3%	1.4	2.5%
CC(C)S(=O)(=O)C/C(N)=N/OS(=O)(=O)c1ccc(Cl)cc1	7.7%	0.4	-0.7%

Following part:
SMILES	NTR1 agonist	NTR1 agonist cell count 20 µM	TNAP activators	KOR beta-arrestin-1	NOD2 inhibition	Yfh1-off respiration	KOR beta-arrestin-2	NOD1 NF-kB reporter	ER stress rescue	GPR55 beta-arrestin
O=C(c1ccc(OC2CCN(CCc3ccccc3)CC2)cc1)N1CCC[C@H]1CO	0.2	54	·	-3.9%	-7.1%	·	-3.7%	-29.7%	·	0.0%
Cc1nn(Cc2c(F)c(F)c(F)c(F)c2F)c(C)c1NC(=O)c1ccnn1C	-0.3	70	·	2.2%	-4.1%	·	-6.5%	-7.6%	·	-0.1%
O=[N+]([O-])/C(C(Cl)=C(Cl)Cl)=C(\Sc1ccccc1)N1CCCCC1	-0.6	86	1.1	5.2%	10.1%	i	5.6%[20 µM]	12.1%	3.5%	-0.2%
N#CCSc1nnc(COc2cccc3ccccc23)n1-c1cccc(Cl)c1	0.2	54	1	21.4%	-11.5%	i	-11.4%	9.8%	-1.0%	0.6%
Cc1cc2c(ncn2C)c(NS(=O)(=O)c2ccc(F)cc2)c1C	1.3	78	1.1	-3.6%	13.3%	·	9.7%	-34.8%	-0.7%	0.0%
COc1cccc(C2CC(=O)Nc3c2c(=O)n(C)c(=O)n3C)c1OC (stereo not drawn)	3.6	70	1.2	-3.3%	3.9%	i	20.3%	-10.8%	-2.8%	-0.1%
CC(C)N=C(NS(=O)(=O)c1ccc(Br)cc1)c1ccc(Cl)cc1	-0.7	35	1	·	-2.9%	i	-26.9%[20 µM]	-20.6%	1.0%	-0.1%
C=CCN1C(=O)/C(=N/n2cnnc2)c2ccccc21	-1.0	51	1.1	-2.6%	3.9%	i	-79.7%	22.4%	-1.6%	-0.1%
C/C(=N/NC(=O)c1ccc(Br)o1)c1cccs1	1.0	63	·	-1.6%	-27.2%	·	-21.5%	-63.6%	·	-0.1%
COc1ccc(-c2[nH]c(-c3ccc(Cl)cc3)nc2SCC(=O)Nc2nccs2)cc1	21.6	45	1.1	1.4%	11.6%	i	-12.8%	-3.8%	-4.4%	0.2%
COC(=O)c1cccc2c1-c1ccccc1/C2=N\NC(N)=O	6.9	48	·	1.0%	5.7%	·	-29.6%	8.9%	·	0.0%
Cn1nc(C(C)(C)C)c(NC(=O)c2ccc(F)cc2)c1C(C)(C)C	0.8	43	·	·	4.4%	i	12.0%	-3.6%	·	-0.1%
O=C(Nc1nccs1)C1CCN(S(=O)(=O)c2cccs2)CC1	2.3	39	1.1	-4.5%	0.0%	i	2.7%	-28.8%	-0.8%	0.8%
Cc1ccccc1NC(=O)Cn1cccc1	1.4	54	1.1	2.4%	2.8%	i	-7.3%	-29.3%	-0.4%	-0.1%
Cc1c(NC(=O)/C=C/C(=O)O)cccc1[N+](=O)[O-]	-0.7	75	1.1	2.0%	20.4%	i	-1.0%	7.0%	0.4%	0.6%
CC12CCC(C(=O)Nc3nc4ccc(Br)cc4s3)(OC1=O)C2(C)C (stereo not drawn)	-3.1	81	1.1	1.0%	-107.8%	i	-2.7%	-48.7%	-1.0%	-0.1%
CCOc1ccc(NC(=O)CCNS(=O)(=O)c2ccc3c(c2)c(=O)n(C)c(=O)n3C)cc1	0.1	66	1.1	2.6%	11.0%	i	-31.4%	·	-1.0%	0.3%
CCCCN1C(=O)C(O)=C(C(C)=O)C1c1ccccc1 (stereo not drawn)	-0.1	58	1	-0.9%	2.0%	i	-45.9%	-1.3%	-0.5%	0.6%
COc1ccc(C)cc1-n1nnnc1SC/C(O)=C(\C#N)c1nc2ccccc2[nH]1	1.7	73	1.1	-1.0%	6.5%	i	12.0%	-9.4%	-1.6%	-0.1%
O=c1c(-c2ccc(Oc3ccccc3)cc2)[n+]([O-])c2ccccc2n1OCc1ccccn1	-0.4	75	1.1	1.3%	7.2%	i	-37.9%	-15.7%	-0.6%	-0.1%
O=C(Cn1c(=O)oc2cc(S(=O)(=O)N3CCCC3)ccc21)NC1CCCc2ccccc21 (stereo not drawn)	-1.4	98	1.4	-2.9%	18.1%	·	25.2%	-0.9%	·	-0.2%
O=C(NNC(=O)c1ccc([N+](=O)[O-])o1)c1ccccc1	0.3	46	0.9	4.0%	40.3%	i	-49.4%	·	-2.2%	0.0%
O=C(/C=C/c1ccccc1)NC(=S)Nc1ncccn1	-1.1	85	·	0.0%	-19.8%	i	25.0%	-2.1%	·	0.0%
COc1ccc(N(CC(=O)NCc2ccco2)C(=O)CCC(=O)Nc2ccccn2)cc1	-1.1	36	·	-6.1%	-4.8%	·	-40.3%	-8.5%	·	-0.1%
O=C(C[n+]1cccc(NC(=O)c2ccccc2)c1)c1ccc(NC(=O)c2ccccc2)cc1	-1.8	21	1	1.1%	16.1%	·	17.3%	5.6%	-1.2%	-0.1%
NNS(=O)(=O)c1ccc(Sc2ccccn2)c([N+](=O)[O-])c1	1.0	56	·	-5.7%	-10.7%	i	3.8%	-6.4%	·	-0.2%
O=C(c1ccco1)N1CCCC(c2nc3c(nnn3Cc3ccc(Cl)cc3Cl)c(=O)[nH]2)C1 (stereo not drawn)	1.8	39	·	1.5%	18.5%	·	2.8%	-10.5%	·	-0.2%
COc1ccc(CCNc2ncnc3c2nnn3Cc2ccccc2)cc1	2.0	60	·	-2.2%	0.4%	·	-6.1%[20 µM]	11.8%	·	-0.1%
COc1cc2c(C(=O)N3CCN(c4ccccc4F)CC3)cn(C)c(=O)c2cc1OC	-0.8	50	1.1	-5.5%	12.1%	i	18.0%	-22.5%	-0.3%	0.1%
Cc1ccccc1NC(=S)NNC(=O)c1csc2c1CCC(C)C2 (stereo not drawn)	1.3	57	2.8	5.8%	-13.0%	i	-55.4%	16.7%	-4.8%	0.0%
COC(=O)N/N=C/c1cc(Cl)c(OCc2ccc(F)cc2)c(OC)c1	2.9	73	1.2	-2.6%	7.8%	i	2.1%	-6.7%	0.2%	0.7%
Oc1c(C(c2cccs2)N2CCN(c3cccc(Cl)c3)CC2)sc2ncnn12 (stereo not drawn)	14.8	69	1.3	-1.3%	-15.4%	i	-24.1%	10.4%	·	0.8%
O=C(c1ccc(N2CCN(C(=O)c3ccccc3)CC2)cc1)c1cccc(F)c1	1.3	57	·	0.2%	12.9%	·	-17.5%	6.1%	·	-0.1%
